Gal4-VP16 FLuc: Gal4-VP16 reporter inhibition counter-screen; Drosophila S2 Gal4-VP16 UAS-luciferase, luminescence, 20 h; Potency, µM (series often up to 53.6 µM), inactives show at the top dose activity, negative = inhibition, usual class: inhibitors; 310,000 tested, 3.5% active;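 note: Gal4-VP16 expression switched on by copper sulfate through the metallothionein promoter; potency is the fitted concentration of half-maximal effect; % is set by controls: 0 for no effect and ±100 for the full control effect; nearly all actives have a fitted effect of over 50% in size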
ELG1 DNA repair: inhibitors of ELG1-dependent DNA repair in HEK293T cells; HEK293T ELG1-luciferase reporter, luminescence, 16 h; DNA damage induced by 5-fluorouridine; Potency, µM (highest dose often 46.1 µM), for inactives: at the top dose activity change, negative = inhibition, most hits filed as inhibitors; 330,000 tested, 2.3% active; AID 504467; note: potency is the fitted concentration of half-maximal effect; % is set by controls: 0 for no effect and ±100 for the full control effect; nearly all actives have a fitted effect of over 55% in size
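5-Fluorouridine DNA damage + compound/DMSO, 2,000 cells/well, 16 h, 37 °C/5% CO2. ONE-Glo, 30 min RT, luminescence. Readout = decrease in reporter signal.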
Rab9 prom act: Rab9 promoter activation; Huh7 Rab9 promoter-luciferase reporter, luminescence, 24 h; Potency, µM (series often up to 9.22 µM), inactives show top-dose activation, negative = inhibition, actives largely listed as activators; 320,000 tested, 2.8% active; AID 485297; note: potency is the fitted concentration of half-maximal effect; % of control where 0% means no effect; nearly all actives have a fitted effect of over 60% in size
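Huh7 reporter line, Rab9 promoter upstream of luciferase. Compound exposure 24 h at 37 °C in reduced-serum medium with 10% FBS. Read-out: luminescence.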
Tb PFK block: blocks T. brucei phosphofructokinase. O15648. T. brucei PFK, ADP-Glo luminescence. Potency, µM (top dose mostly 57.5 µM), for the others: top-dose activity, negative = inhibition, actives largely listed as inhibitors. 330,000 tested, 0.17% active;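 note: potency is the fitted concentration of half-maximal effect; 0% = uninhibited 1x PFK enzyme wells and -100% = no-enzyme wells; nearly all actives have a fitted effect of over 60% in size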
Target sequence (O15648 whole entry, looked up): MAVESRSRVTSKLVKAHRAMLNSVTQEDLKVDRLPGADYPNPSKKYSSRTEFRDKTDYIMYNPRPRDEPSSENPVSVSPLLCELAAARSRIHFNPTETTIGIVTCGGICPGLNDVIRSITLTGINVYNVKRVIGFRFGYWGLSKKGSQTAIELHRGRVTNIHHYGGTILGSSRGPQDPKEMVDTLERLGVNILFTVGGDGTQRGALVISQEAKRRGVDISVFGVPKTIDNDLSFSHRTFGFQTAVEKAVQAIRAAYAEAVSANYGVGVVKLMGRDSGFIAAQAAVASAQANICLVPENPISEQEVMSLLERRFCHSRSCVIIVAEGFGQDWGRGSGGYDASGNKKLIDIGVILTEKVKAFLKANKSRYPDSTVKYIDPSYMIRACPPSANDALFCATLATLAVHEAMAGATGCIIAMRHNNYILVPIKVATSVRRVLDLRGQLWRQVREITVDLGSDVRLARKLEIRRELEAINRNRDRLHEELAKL
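In TEA buffer at pH 8.0 with 5 mM MgCl2, enzyme (1.25 nM) converted F6P (0.5 mM) and ATP (0.1 mM) for 45 min at room temperature. ADP product was read by luciferase luminescence.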
NPC1 prom act: NPC1 promoter activation; Huh7 NPC1 promoter luciferase reporter, 24 h; Potency, µM (doses to about 9.22 µM), inactives show at the highest dose activation, most hits filed as activators; 320,000 tested, 2.4% active; AID 485313;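 note: potency is the fitted concentration of half-maximal effect; % of control where 0% means no effect; nearly all actives have a fitted effect of over 60% in size; reporter is driven by a mutant NPC1 promoter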
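NPC1 promoter–luciferase Huh7 cells; 24 h compound; luminescence.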
BRCA1 expr act: BRCA1 expression activation; MCF7-BRCA1-FFLuc reporter, luminescence, 48 h; response scale: scaled: vehicle 0%, 10 µM genistein 100%; Potency, µM (series often up to 46.1 µM), without a hit: at the top dose activation, most hits filed as activators; 380,000 tested, 1.1% active; note: potency is the fitted concentration of half-maximal effect; nearly all actives have a fitted effect of over 80% in size; some results filed as inactive show a strong effect at the top dose
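MCF7 cells carrying a BRCA1-firefly luciferase reporter (2000 cells/well, phenol-red free MEM) were attached for 2 h at 37 °C, then given compounds for 48 h. Luminescence was read 15 min after luciferase reagent; activity normalized to genistein (10 microM) and DMSO.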
RORgamma inh: blocks mouse ROR gamma transcriptional activity; P51450; Drosophila S2 Gal4-RORgamma UAS-luciferase reporter, 20 h; Potency, µM (top dose mostly 53.6 µM), for inactives: at the top dose activity change, negative = inhibition, actives largely listed as inhibitors; 310,000 tested, 5.4% active; AID 2551; note: potency is the fitted concentration of half-maximal effect; % is set by controls: 0 for no effect and ±100 for the full control effect; nearly all actives have a fitted effect of over 60% in size
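Read-out: Photinus luciferase luminescence; inhibitors lower reporter signal. Insect Schneider cells with Gal4-ROR gamma fusion under metallothionein promoter, UAS reporter; 700 uM final copper sulfate induction, 20 hr, ambient temperature.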
TRPV1 ag: human TRPV1 agonism; TRPV1-expressing cells, Fluo-8 calcium influx, agonist mode; activation, % at 8.33 µM; 320,000 tested, 0.19% active; AID 540275; in the data active = activation above about 80%; inconclusive = between about 30% and that limit; note: 0% is about no effect
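Fluo-8 calcium influx in TRPV1-expressing cells, kinetic read (ex 480/em 520 nm). Compound added and read 3 min for agonist activity, followed by capsaicin at EC20 final and 2 min further read for enhancement.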
ELG1 genotoxic: inducers of genotoxicity in HEK293T ELG1-luciferase cells | 330,000 tested, 1.3% active | HEK293T ELG1-luciferase reporter, luminescence, 16 h | Potency, µM (titrated, usually from 46 µM), inactives show at the highest dose activity change, positive = activation, most hits filed as activators; note: potency is the fitted concentration of half-maximal effect; % of control where 0% means no effect; nearly all actives have a fitted effect of over 60% in size
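HEK293T cells expressing luciferase-tagged ELG1 were treated with compound or DMSO for 16 hr at 37°C. Luciferase activity was then read after 30 min with ONE-Glo at room temperature; rising signal flags genetic stress.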
FLuc modulator: counter-screen for miR-21 project: firefly luciferase inhibitors or activators | P08659 | purified FLuc, Km substrates, luminescence inhibition | Potency, µM (doses to about 57.5 µM), for the others: at the top dose activity change, negative = inhibition, most hits filed as inhibitors | 360,000 tested, 6.9% active;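 note: potency is the fitted concentration of half-maximal effect; plate controls were vehicle for no effect and reference inhibitor for full effect; nearly all actives have a fitted effect of over 55% in size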
Target sequence (P08659 whole entry, looked up): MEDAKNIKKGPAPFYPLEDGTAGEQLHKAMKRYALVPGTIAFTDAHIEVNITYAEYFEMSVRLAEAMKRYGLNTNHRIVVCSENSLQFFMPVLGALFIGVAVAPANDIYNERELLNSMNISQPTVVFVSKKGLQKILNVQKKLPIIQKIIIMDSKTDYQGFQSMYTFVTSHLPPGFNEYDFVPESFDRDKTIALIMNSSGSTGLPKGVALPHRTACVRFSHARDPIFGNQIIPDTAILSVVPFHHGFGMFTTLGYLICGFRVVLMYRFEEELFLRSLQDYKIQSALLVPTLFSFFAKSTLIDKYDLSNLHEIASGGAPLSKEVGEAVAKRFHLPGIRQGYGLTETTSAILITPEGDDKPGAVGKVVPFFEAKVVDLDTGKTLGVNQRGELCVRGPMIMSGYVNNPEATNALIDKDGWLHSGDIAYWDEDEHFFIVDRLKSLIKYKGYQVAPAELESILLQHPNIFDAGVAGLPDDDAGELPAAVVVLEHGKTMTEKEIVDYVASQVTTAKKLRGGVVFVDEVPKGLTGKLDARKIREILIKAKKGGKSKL
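Purified P. pyralis luciferase, 10 nM final, with Km-level 10 uM D-luciferin and 10 uM ATP in 50 mM Tris acetate pH 7.5, 10 mM Mg acetate, 0.01% Tween-20, 0.05% BSA; 6-point qHTS titration about 60 µM downward; luminescence read.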
p53 reactivator: mutant p53 re-activation in reporter cells | Potency, µM (highest dose often 92.2 µM), inactives show at the top dose activity change, positive = activation, actives largely listed as activators | 320,000 tested, 0.063% active | H1299 p53-A138V BP100-luciferase reporter, luminescence, 24 h | AID 504706; note: potency is the fitted concentration of half-maximal effect; % of control where 0% means no effect; nearly all actives have a fitted effect of over 45% in size
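H1299 (p53-null), stable ts p53-A138V + BP100-Luc; 1000 cells/well, Opti-MEM/10% FBS; cpd 4 pt, 1:5; 24 h, 37 deg C, 5% CO2; detection reagent 10 min RT; luminescence.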
Active calls of the source: *; & = joins results of further samples; [ ] = another dose, or the depositor's remark. Unless noted, calls come from the whole dose curve; as a rule, active = well fitted curve in the direction sought with a large enough effect; inconclusive = small, poorly fitted or top-dose-only effect, or another doubt; inactive = no such curve, though single readings can be large; an effect the other way counts as inactive or inconclusive.

How did COc1ccc(NC(=O)c2ccco2)cc1NC(=O)c1cccnc1 do in these assays?
Gal4-VP16 FLuc: -4%; ELG1 DNA repair: 14%; Rab9 prom act: 3%; Tb PFK block: 7%; NPC1 prom act: -4%; BRCA1 expr act: 2%; RORgamma inh: -20%; TRPV1 ag: -2; ELG1 genotoxic: 9%; FLuc modulator: inconclusive; p53 reactivator: 0%

How did O=S(=O)(N/N=C\c1ccc2c(c1)OCO2)c1ccc(Cl)cc1 do in these assays?
Gal4-VP16 FLuc: -7%; ELG1 DNA repair: -4%; Rab9 prom act: -2%; Tb PFK block: 0%; NPC1 prom act: -3%; BRCA1 expr act: 5%; RORgamma inh: -5%; TRPV1 ag: -3; ELG1 genotoxic: 0%; FLuc modulator: -13%; p53 reactivator: -7%

How did CC(NC(=O)C1CCC(C(C)(C)C)CC1)C(c1ccccc1)N1CCOCC1 (configuration not stated) do in these assays?
Gal4-VP16 FLuc: 0%; ELG1 DNA repair: inconclusive; Rab9 prom act: 0%; Tb PFK block: 1%; NPC1 prom act: -6%; BRCA1 expr act: -1%; RORgamma inh: 0%; TRPV1 ag: 21; ELG1 genotoxic: -4%; FLuc modulator: 0%; p53 reactivator: -2%

What do the screens show for `Cc1cc(C)n2c(SC/C(O)=C(\C#N)c3nc4ccccc4[nH]3)nnc2n1`?
Gal4-VP16 FLuc: -14%; ELG1 DNA repair: 11%; Rab9 prom act: 4%; Tb PFK block: 0%; NPC1 prom act: 0%; BRCA1 expr act: 0%; RORgamma inh: -16%; TRPV1 ag: -1; ELG1 genotoxic: -3%; FLuc modulator: -11%; p53 reactivator: 5%

How did COc1ccc(OCC(=O)N/N=C/c2ccc(N(C)C)cc2)cc1 do in these assays?
Gal4-VP16 FLuc: 4%; ELG1 DNA repair: 18%; Rab9 prom act: 3%; Tb PFK block: -3%; NPC1 prom act: 0%; BRCA1 expr act: 67%; RORgamma inh: 3%; TRPV1 ag: -2; ELG1 genotoxic: 0%; FLuc modulator: 13µM*; p53 reactivator: 9%

How did CCNC(=S)N(CCc1c(C)[nH]c2ccc(C)cc12)Cc1cccnc1 do in these assays?
Gal4-VP16 FLuc: 7%; ELG1 DNA repair: -2%; Rab9 prom act: -8%[1.84 µM]; Tb PFK block: -1%; NPC1 prom act: -4%; BRCA1 expr act: -34%; RORgamma inh: -1%; TRPV1 ag: 5; ELG1 genotoxic: -6%; FLuc modulator: -2%; p53 reactivator: -3%

What do the screens show for `CC1(C)C[C@H]2C3=CCC4[C@@]5(C)CC[C@H](O)[C@](C)(CO)C5CC[C@@]4(C)[C@]3(C)C[C@@H](O)[C@@]2(CO)[C@@H](O)[C@@H]1O` (some centres not stated)?
ELG1 DNA repair: -3%; Tb PFK block: 0%; BRCA1 expr act: 17%; ELG1 genotoxic: 1%; p53 reactivator: 4%

Results for CCc1nc(NCc2ccccn2)c2oc3ccccc3c2n1 ?
Gal4-VP16 FLuc: inconclusive; ELG1 DNA repair: 18µM*; Rab9 prom act: -16%; Tb PFK block: -2%; NPC1 prom act: -11%; BRCA1 expr act: -30%; RORgamma inh: 30%; TRPV1 ag: 20; ELG1 genotoxic: -27%; FLuc modulator: inconclusive; p53 reactivator: 3%

Results for CN1CCCN(Cc2cccc3ccccc23)CC1 ?
Gal4-VP16 FLuc: -4%; ELG1 DNA repair: 5%; Rab9 prom act: -3%; Tb PFK block: 3%; NPC1 prom act: 6%; BRCA1 expr act: 8%; RORgamma inh: -1%[1.91 µM]; TRPV1 ag: -5; ELG1 genotoxic: -7%; FLuc modulator: -1%; p53 reactivator: 8%

Results for COc1ccccc1NC(=O)c1ccccc1C(=O)Nc1ccccc1OC ?
Gal4-VP16 FLuc: -13%; ELG1 DNA repair: -15%; Rab9 prom act: -2%; Tb PFK block: 0%; NPC1 prom act: -1%; BRCA1 expr act: -24%; RORgamma inh: 4%; TRPV1 ag: -4; ELG1 genotoxic: -10%; FLuc modulator: 11%; p53 reactivator: -1%

Results for CC1CC(=O)c2cn3c(nc2C1)nc1ccccc13 (configuration not stated) ?
Gal4-VP16 FLuc: -8%; ELG1 DNA repair: -14%; Rab9 prom act: 3%; Tb PFK block: -2%; NPC1 prom act: -2%; BRCA1 expr act: 13%; RORgamma inh: -24%; TRPV1 ag: -6; ELG1 genotoxic: -1%; FLuc modulator: 0%; p53 reactivator: 1%

How did Cc1cccc(NC(=S)NCC(c2cccnc2)N2CCOCC2)c1C (configuration not stated) do in these assays?
Gal4-VP16 FLuc: -3%; ELG1 DNA repair: 8%; Rab9 prom act: -1%; Tb PFK block: 5%; NPC1 prom act: -1%; BRCA1 expr act: -8%; RORgamma inh: -10%; TRPV1 ag: 0; ELG1 genotoxic: -1%; FLuc modulator: 7%; p53 reactivator: -2%

Results for c1ccc(COc2cccc(CNCc3cccnc3)c2)cc1 ?
Gal4-VP16 FLuc: 10%[10 µM]; ELG1 DNA repair: 3%; Rab9 prom act: -6%; Tb PFK block: -1%; NPC1 prom act: -2%; BRCA1 expr act: 0%; RORgamma inh: 5%; TRPV1 ag: 15; ELG1 genotoxic: -8%; FLuc modulator: -5%; p53 reactivator: -5%

What do the screens show for `COc1ccccc1[C@@H]1C(c2ccc(F)cc2)=NN(c2ccccc2)[C@H]1C(=O)N1CCOC1=O`?
Gal4-VP16 FLuc: 1%&-1%; Rab9 prom act: 0%; Tb PFK block: 2%; NPC1 prom act: -5%; BRCA1 expr act: -3%; RORgamma inh: 13%&-4%; TRPV1 ag: 11; FLuc modulator: -11%

Results for O=C(NC1CCCCC1)C1CCCN(S(=O)(=O)c2cccc3cccnc23)C1 (configuration not stated) ?
Gal4-VP16 FLuc: -2%; ELG1 DNA repair: inconclusive; Rab9 prom act: 0%; Tb PFK block: 1%; NPC1 prom act: -1%; BRCA1 expr act: -13%; RORgamma inh: inconclusive; TRPV1 ag: 3; ELG1 genotoxic: -9%; FLuc modulator: 3%; p53 reactivator: -2%

Results for CC(=O)OC1CC(c2cc(C(C)(C)C)c(O)c(C(C)(C)C)c2)=NO1 (configuration not stated) ?
Gal4-VP16 FLuc: 0%; ELG1 DNA repair: 0%; Rab9 prom act: -2%; Tb PFK block: 0%; NPC1 prom act: 2%; BRCA1 expr act: -12%; RORgamma inh: 14%; TRPV1 ag: inconclusive; ELG1 genotoxic: 0%; FLuc modulator: 2%; p53 reactivator: -2%

What do the screens show for `COc1ccc(CNC(=O)CSc2nc3ccc(C)cc3[nH]2)cc1OC`?
Gal4-VP16 FLuc: 1%; ELG1 DNA repair: 5%; Rab9 prom act: 0%; Tb PFK block: 8%; NPC1 prom act: 1%; BRCA1 expr act: -4%; RORgamma inh: 16%; TRPV1 ag: inconclusive; ELG1 genotoxic: -7%; FLuc modulator: 2%; p53 reactivator: -2%

How did CCOC(=O)c1c(NC(=O)C2CCCCC2)sc2c1CCN(CC)C2 do in these assays?
Gal4-VP16 FLuc: 6%; ELG1 DNA repair: 0%; Rab9 prom act: -5%; Tb PFK block: -1%; NPC1 prom act: 0%; BRCA1 expr act: 3%; RORgamma inh: -20%; TRPV1 ag: 11; ELG1 genotoxic: -1%; FLuc modulator: -2%; p53 reactivator: -11%

Results for COC(=O)c1c(NC(=O)COC(=O)c2ccc(Cl)cc2[N+](=O)[O-])sc2c1CCCCC2 ?
Gal4-VP16 FLuc: -1%; ELG1 DNA repair: inconclusive; Rab9 prom act: -3%; Tb PFK block: -1%; NPC1 prom act: 2%; BRCA1 expr act: -81%; RORgamma inh: 13%; TRPV1 ag: 1; ELG1 genotoxic: 2%; FLuc modulator: 0%; p53 reactivator: -4%

What do the screens show for `COc1ccccc1C(=O)NC(=O)COC(=O)c1ccc(Cl)cc1[N+](=O)[O-]`?
ELG1 DNA repair: 0%; Rab9 prom act: -4%; Tb PFK block: 13%; NPC1 prom act: 9%; BRCA1 expr act: -10%; TRPV1 ag: -1; ELG1 genotoxic: -3%; FLuc modulator: 1%; p53 reactivator: 2%
